Screening data from PubChem.
Sm TGR block = inhibitors of Schistosoma mansoni thioredoxin glutathione reductase. Q962Y6. purified TGR, DTNB reduction, TNB absorbance 405 nm. Potency, µM (doses to about 114 µM), inactives show top-dose activity change, negative = inhibition, usual class: inhibitors. hit rate 3% among 360,000. AID 485364; active means well fitted inhibition curve with a large enough effect; inconclusive means small, poorly fitted or top-dose-only effect; inactive means no such curve, though single readings can be large or run the other way; further: nearly all actives have a fitted effect of over 60% in size
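Kinetic colorimetric format: TGR-catalysed, NADPH-driven DTNB reduction monitored via TNB absorbance. Enzyme dispensed at 20 nM; compound exposure 15 min at room temperature before reaction start.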
An asterisk follows results filed as active; [ ] = dose if it differs, or a comment. On the % scale 0 is the no-effect control and ±100 the full control effect; potency means the concentration at half of the fitted maximal effect. Some of the compounds tested; count on the stated rates, not on these rows.

How did COc1ccccc1C(=O)Nc1ccc(S(=O)(=O)Nc2ncccn2)cc1 do in these assays?
Sm TGR block: 5.2%

How did O=C(Nc1ccccc1C(=O)O)c1cccc(S(=O)(=O)N2CCCC2)c1 do in these assays?
Sm TGR block: -4.8%

Results for O=C(Cn1cc(SCc2c(F)cccc2Cl)c2ccccc21)N1CCCCC1 ?
Sm TGR block: 4.8%

How did Cc1ccc(CSc2ncc(Cl)c(C(=O)NCCc3ccc(S(N)(=O)=O)cc3)n2)cc1 do in these assays?
Sm TGR block: -7.5%

What do the screens show for `COc1ccc2c(c1)CCc1sc(NC(=O)c3ccc(Br)cc3)nc1-2`?
Sm TGR block: 2.6%

What do the screens show for `CCOCCc1nn2c(=O)cc(COC(=O)COc3ccccc3Cl)nc2s1`?
Sm TGR block: -5.4%

What do the screens show for `COc1ccc(CCNC(=O)Cc2c(C)c3cc4c(C(C)(C)C)coc4c(C)c3oc2=O)cc1OC`?
Sm TGR block: -3.9%

How did Cc1ccccc1OC(=O)c1cc(-c2ccc3c(c2)OCCO3)on1 do in these assays?
Sm TGR block: 1.4%

What do the screens show for `O=C(CSc1nc2c(c(=O)[nH]1)CN(Cc1ccc3c(c1)OCO3)CC2)Nc1ccccc1Cl`?
Sm TGR block: 0.7%

What do the screens show for `CCNc1oc(-c2ccc(COc3ccc(Cl)cc3)o2)nc1C#N`?
Sm TGR block: 32.1%

How did CC1Cc2ccccc2N1S(=O)(=O)c1nnc(NC(=O)c2ccccc2Br)s1 (stereo unspecified) do in these assays?
Sm TGR block: 3.4%

What do the screens show for `COc1ccccc1C(=O)Nc1nnc(SCc2cc(=O)c3ccccc3[nH]2)s1`?
Sm TGR block: -0.8%

Two records drawn at random from those above:
What do the screens show for `COc1ccc2c(c1)CCc1sc(NC(=O)c3ccc(Br)cc3)nc1-2`?
Sm TGR block: 2.6%

What do the screens show for `COc1ccc(CCNC(=O)Cc2c(C)c3cc4c(C(C)(C)C)coc4c(C)c3oc2=O)cc1OC`?
Sm TGR block: -3.9%

(further entries)
Results for Cc1ccc2oc(-c3cc(NC(=O)CC(C)C)ccc3Cl)nc2c1 ?
Sm TGR block: -2.9%

Results for O=C(NCCCc1nc2ccccc2n1Cc1ccc(Cl)cc1)C1CCCCC1 ?
Sm TGR block: -1.7%

What do the screens show for `N#Cc1c(-n2ncnc2-c2ccccc2Cl)sc2c1CCCCC2`?
Sm TGR block: -4.7%

What do the screens show for `CCCCCOC(=O)c1ccc(OC(=O)c2sc3ncn(Cc4cccc(F)c4)c(=O)c3c2C)cc1`?
Sm TGR block: 10.7%

What do the screens show for `CC(=O)Nc1ccc(NC(=O)CN2C(=O)CN(C)C(=O)c3ccccc32)cc1`?
Sm TGR block: 55.0%[activator]

How did COc1ccc(CNC(=O)CS(=O)(=O)c2cccc3nsnc23)cc1 do in these assays?
Sm TGR block: -3.8%

Results for COc1ccc(OC)c(CNC(=O)c2c3c(nc4ccccc24)C(=O)N(C2CCCCC2)C3)c1 ?
Sm TGR block: 4.0%

How did CC(=O)N1N=C(c2ccc(C)cc2)CC1c1cn(-c2ccccc2)nc1-c1cccs1 (stereo unspecified) do in these assays?
Sm TGR block: -8.3%

Results for Cc1cccc(S(=O)(=O)c2cn(Cc3ccc(F)cc3)c3cc(N4CCOCC4)c(F)cc3c2=O)c1 ?
Sm TGR block: 24.5%

How did Cc1ccc(C)c(NC(=O)CCN2C(=O)c3ccccc3Sc3ncccc32)c1 do in these assays?
Sm TGR block: -33.5%

What do the screens show for `COCCCNC(=O)CCCn1c(=O)c2ccccc2n(CC(=O)Nc2ccc(C)cc2Cl)c1=O`?
Sm TGR block: 0.6%

Results for CCOc1ccccc1NC(=O)N1c2ccccc2Sc2ccccc21 ?
Sm TGR block: 8.8%

What do the screens show for `CCn1c(=O)cc(OCC(=O)N2CCN(c3cccc(C)c3C)CC2)c2ccccc21`?
Sm TGR block: -14.7%

Results for Cc1ccc(C)c(N2CCN(C(=O)c3cnn(C(C)(C)C)c3C3CCN(C(=O)OC(C)(C)C)CC3)CC2)c1 ?
Sm TGR block: -2.0%

How did CC(C)CCNC(=O)c1ccc(NC(=O)N2CCCCc3ccccc32)cc1 do in these assays?
Sm TGR block: -1.2%

How did COc1ccccc1CNC(=O)c1ccc(N2CCCC2)c(NC(=O)NCc2ccc(C)cc2)c1 do in these assays?
Sm TGR block: -2.0%

Results for CCS(=O)(=O)N1CCc2cc(C(=O)Nc3cccc(C(C)=O)c3)ccc21 ?
Sm TGR block: -11.9%

Results for Cc1ccc(C(=O)Nc2ccc(Cl)c(-c3nc4ncccc4o3)c2)c(C)c1 ?
Sm TGR block: -4.9%

Results for CCN1CCN(CCCNC(=O)Cn2nc(C)n3c(cc4cc(C)ccc43)c2=O)CC1 ?
Sm TGR block: 9.3%

What do the screens show for `COc1ccc(NC(=O)CN(C)S(=O)(=O)c2ccc3[nH]c4c(c3c2)CCCC4)cc1Cl`?
Sm TGR block: -0.1%

Results for COc1ccccc1OC(C)C(=O)N1CCC(c2nc3ccccc3s2)CC1 (stereo unspecified) ?
Sm TGR block: -0.4%

How did COc1ccc(OC)c(CNC(=O)CCCn2c(=O)c3cccn3c3cccnc32)c1 do in these assays?
Sm TGR block: 7.4%

What do the screens show for `CCOC(=O)c1ccc(NC(=O)CCC(=O)N2Cc3ccccc3Oc3ncccc32)cc1`?
Sm TGR block: -10.9%

What do the screens show for `Cc1cccc(C(=O)Nc2c(C(=O)NCc3ccc(Cl)cc3)sc3nc(C)cc(C)c23)c1`?
Sm TGR block: -1.9%

Results for CCN(CC)S(=O)(=O)c1ccc(C(=O)NC2CC(=O)N(c3ccc(OC)c(OC)c3)C2)cc1 (stereo unspecified) ?
Sm TGR block: 2.1%

How did CC1CCN(S(=O)(=O)c2ccc3c(c2)N(CC(=O)NCCc2ccccc2)C(=O)CO3)CC1 do in these assays?
Sm TGR block: 6.4%

How did Cc1ccc(N2CCN(C(=O)C3CCC(CNS(=O)(=O)c4ccc(Br)s4)CC3)CC2C)cc1 (stereo unspecified) do in these assays?
Sm TGR block: 7.0%

Results for Cc1nc(N2CCOCC2)c2c(C(=O)Nc3cccc(C(F)(F)F)c3)c(C)oc2n1 ?
Sm TGR block: 6.4%

What do the screens show for `COc1ccc(OC)c(C2CC(=O)c3c([nH]c(C(=O)OCc4ccc(C)cc4)c3C)C2)c1` (stereo unspecified)?
Sm TGR block: -0.5%

How did CCCN(c1ccc(C(C)C)cc1)S(=O)(=O)c1ccc2c(c1)CCN2C(=O)CC do in these assays?
Sm TGR block: -1.5%

How did CC(C)COc1ccc(C(=O)N2CCN(CCc3ccncc3)CC2)cc1 do in these assays?
Sm TGR block: -15.9%

How did COc1ccccc1NC(=O)c1sc2nc3c(cc2c1N)CCCCCC3 do in these assays?
Sm TGR block: -10.4%

How did Cc1cc(-c2ccc(S(=O)(=O)Nc3ccccc3C)cc2)on1 do in these assays?
Sm TGR block: 0.9%

How did COc1ccc(C)cc1NC(=O)CCS(=O)(=O)c1ccc2c(c1)CC(=O)N2C do in these assays?
Sm TGR block: 7.6%

How did O=C(COc1ccc([N+](=O)[O-])cc1)Nc1nc2c(s1)CCCC2 do in these assays?
Sm TGR block: 0.6%

How did Cc1ccc(NC(=O)Cn2c(=O)n(CCCCC(=O)NCCc3ccccc3)c(=O)c3ccccc32)c(C)c1 do in these assays?
Sm TGR block: inconclusive

Entries shown so far that contain a cyano group (2):
What do the screens show for `CCNc1oc(-c2ccc(COc3ccc(Cl)cc3)o2)nc1C#N`?
Sm TGR block: 32.1%

What do the screens show for `N#Cc1c(-n2ncnc2-c2ccccc2Cl)sc2c1CCCCC2`?
Sm TGR block: -4.7%

The listing continues:
What do the screens show for `COc1ccc(Cl)cc1NC(=O)c1cnc(N2CCCCC2)c2ccccc12`?
Sm TGR block: 3.8%

How did CC(=O)c1ccc(NC(=O)c2nn(C)c3c2COc2ccccc2-3)cc1 do in these assays?
Sm TGR block: -1.8%

What do the screens show for `CCOc1ccccc1CNC(=O)Cn1nc(N2CCN(c3ccccc3)CC2)ccc1=O`?
Sm TGR block: 1.6%

What do the screens show for `CCOCCCNC(=O)c1cc2c(-c3ccc(OC)c(OC)c3)nn(C)c2s1`?
Sm TGR block: -6.6%

How did CCOC(=O)c1[nH]c2ccccc2c1NC(=O)c1cc(OC)cc(OC)c1 do in these assays?
Sm TGR block: 3.3%

Results for Cc1ccc(NC(=O)C(=O)NCC(c2ccc3c(c2)OCO3)N2CCN(C)CC2)c(C)c1 (stereo unspecified) ?
Sm TGR block: 0.0%

Results for Cc1ccccc1Nc1nc(N)c(C(=O)c2ccccc2Cl)s1 ?
Sm TGR block: -13.1%

Results for Cc1nc(N2C(=O)c3oc4ccccc4c(=O)c3C2c2ccccc2F)sc1C (stereo unspecified) ?
Sm TGR block: 9.2%

How did O=S(=O)(NCc1csc(-c2ccccc2)n1)c1cccc(F)c1 do in these assays?
Sm TGR block: inconclusive

What do the screens show for `COc1ccc2c(c1)c1c(c(=O)n(-c3cc(Cl)ccc3C)c(=O)n1Cc1ccc(F)cc1)n2C`?
Sm TGR block: 0.3%

How did CCc1ccccc1NC(=O)N1CCN(c2cc(-c3noc(C)n3)ccc2C)CC1 do in these assays?
Sm TGR block: 10.5%

Results for COc1ccc(-c2cnc(C)o2)cc1S(=O)(=O)Nc1ccc(F)cc1F ?
Sm TGR block: -2.6%

What do the screens show for `Cc1nc2c(c(C)nn2-c2ccccc2)c(C)c1CCC(=O)NCCc1ccccc1`?
Sm TGR block: -4.6%

How did CCOc1ccc(NC(=O)c2c(NC(=O)Cc3ccccc3)sc3c2CCC(C)C3)cc1 (stereo unspecified) do in these assays?
Sm TGR block: -1.2%

What do the screens show for `Cc1c(NC(=O)c2sc3ccccc3c2Cl)cccc1-c1nc2ccccc2o1`?
Sm TGR block: -1.9%

How did Cc1cn2c(=O)cc(COc3cccc(NC(=O)c4ccc(C(C)(C)C)cc4)c3)nc2s1 do in these assays?
Sm TGR block: -4.3%

Results for CSc1ccc(CCNC(=O)Cn2ncc3c(=O)oc4ccccc4c32)cc1 ?
Sm TGR block: -17.5%

Results for Cc1ccc(C)c(N2CCN(C(=O)c3cnn(-c4ccccc4Cl)c3C3CCN(C(=O)OC(C)(C)C)CC3)CC2)c1 ?
Sm TGR block: 0.9%

What do the screens show for `CCCCCn1c(=O)[nH]c2cc(C(=O)Nc3cc(OC)cc(OC)c3)ccc2c1=O`?
Sm TGR block: -1.4%

How did CCOC(=O)c1c(N)n(-c2ccc(Cl)c(Cl)c2)c2nc3ccccc3nc12 do in these assays?
Sm TGR block: 10.7%

How did Cc1ccccc1-c1nc(SCC(=O)NCc2ccco2)c2c(=O)n(C)c(=O)n(C)c2n1 do in these assays?
Sm TGR block: -14.1%

Results for O=C(NCCn1cc(SCc2ccccc2F)c2ccccc21)c1cccs1 ?
Sm TGR block: 5.9%

How did COc1cccc(NC(=O)Cn2c(=O)n(-c3ccc(C)cc3)c(=O)c3ccccc32)c1 do in these assays?
Sm TGR block: 0.6%

Results for CCn1c(Oc2ccc(F)cc2F)nc2c1c(=O)n(C)c(=O)n2C ?
Sm TGR block: -7.7%

What do the screens show for `Cc1nn(C)c2c1c(-c1ccccc1)cc(=O)n2CC(=O)NC(C)(C)C`?
Sm TGR block: -11.2%

How did COC(=O)C1=C(C)NC(=O)C1(NC(=O)c1cc(OC)c(OC)c(OC)c1)C(F)(F)F (stereo unspecified) do in these assays?
Sm TGR block: 1.3%

Results for COc1ccccc1N1CCN(Cc2nnc(-c3ccccc3C)o2)CC1 ?
Sm TGR block: 2.5%

Results for COc1ccc(-c2csc3nc(-c4ccc(F)cc4)oc(=O)c23)cc1OC ?
Sm TGR block: 0.6%

Results for CCc1ccc(NC(=O)Cn2c(=O)n(-c3ccc(Cl)c(Cl)c3)c(=O)c3c(C)c(C)sc32)cc1 ?
Sm TGR block: 3.3%

How did Cc1cccc(N2CCN(C(=O)C3CCN(S(=O)(=O)c4c(C)noc4/C=C/c4ccccc4F)CC3)CC2)c1C do in these assays?
Sm TGR block: 1.7%

How did CCC(CC)C(=O)Nc1ccccc1SCc1cc(=O)c2cccc(C)c2[nH]1 do in these assays?
Sm TGR block: -4.2%

Results for Cc1ccc(NC(=O)C2CCN(c3nc(-c4ccc(C(C)C)cc4)no3)CC2)c(Cl)c1 ?
Sm TGR block: 6.6%

How did Cc1cc2oc(C(=O)Nc3c(C)n(C)n(-c4ccccc4)c3=O)cc(=O)c2cc1C do in these assays?
Sm TGR block: -0.9%

How did Cc1ccc(C(=O)CSc2nnc(-c3ccccc3)n2-c2ccccc2)cc1 do in these assays?
Sm TGR block: -2.4%

How did CC(=O)c1cccc(NC(=O)Cn2c(=O)oc3cc(S(=O)(=O)NC4CCCC4)ccc32)c1 do in these assays?
Sm TGR block: 7.2%

How did COCCCNC(=O)c1cnn(-c2ccccc2Cl)c1C1CCN(C(=O)OC(C)(C)C)CC1 do in these assays?
Sm TGR block: 3.1%

2 neighbouring entries from above:
How did CC(=O)c1cccc(NC(=O)Cn2c(=O)oc3cc(S(=O)(=O)NC4CCCC4)ccc32)c1 do in these assays?
Sm TGR block: 7.2%

How did COCCCNC(=O)c1cnn(-c2ccccc2Cl)c1C1CCN(C(=O)OC(C)(C)C)CC1 do in these assays?
Sm TGR block: 3.1%

Next section:
What do the screens show for `Cc1cc(-c2ccc(S(=O)(=O)NCc3ccccc3Cl)s2)on1`?
Sm TGR block: 6.4%

What do the screens show for `O=c1n(Cc2cccc(C(F)(F)F)c2)c2ccccc2c2nc(-c3ccccc3)nn12`?
Sm TGR block: 8.1%

What do the screens show for `Cc1ccc(S(=O)(=O)N2CCN(Cc3cc(=O)n4nc(-c5ccccc5Cl)sc4n3)CC2)cc1`?
Sm TGR block: 0.9%

How did COc1ccc(CCNC(=O)c2cc3c(=O)oc4ccc(C)cc4c3s2)cc1OC do in these assays?
Sm TGR block: 5.3%

What do the screens show for `Cc1ccc(Cl)cc1NC(=O)c1sc2nc(-c3ccccc3)cn2c1C`?
Sm TGR block: 5.0%
